# Screening results deposited in PubChem BioAssay by Broad Institute.
# EZH2 inh = blocks human EZH2/PRC2 H3K27 methylation. Q15910. DELFIA TRF, 1 h. inhibition, % at 12.5 µM. hit rate 0.35% among 57,000. AID 651548;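 active = mean inhibition of replicates at least 50% and every single replicate also reaching 50%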;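 note: dimethyl H3K27 on biotinylated H3 21-44 peptide detected by antibody; plate controls were median neutral control wells for no effect and median positive control wells for full effect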
# Target sequence (Q15910 whole entry, looked up): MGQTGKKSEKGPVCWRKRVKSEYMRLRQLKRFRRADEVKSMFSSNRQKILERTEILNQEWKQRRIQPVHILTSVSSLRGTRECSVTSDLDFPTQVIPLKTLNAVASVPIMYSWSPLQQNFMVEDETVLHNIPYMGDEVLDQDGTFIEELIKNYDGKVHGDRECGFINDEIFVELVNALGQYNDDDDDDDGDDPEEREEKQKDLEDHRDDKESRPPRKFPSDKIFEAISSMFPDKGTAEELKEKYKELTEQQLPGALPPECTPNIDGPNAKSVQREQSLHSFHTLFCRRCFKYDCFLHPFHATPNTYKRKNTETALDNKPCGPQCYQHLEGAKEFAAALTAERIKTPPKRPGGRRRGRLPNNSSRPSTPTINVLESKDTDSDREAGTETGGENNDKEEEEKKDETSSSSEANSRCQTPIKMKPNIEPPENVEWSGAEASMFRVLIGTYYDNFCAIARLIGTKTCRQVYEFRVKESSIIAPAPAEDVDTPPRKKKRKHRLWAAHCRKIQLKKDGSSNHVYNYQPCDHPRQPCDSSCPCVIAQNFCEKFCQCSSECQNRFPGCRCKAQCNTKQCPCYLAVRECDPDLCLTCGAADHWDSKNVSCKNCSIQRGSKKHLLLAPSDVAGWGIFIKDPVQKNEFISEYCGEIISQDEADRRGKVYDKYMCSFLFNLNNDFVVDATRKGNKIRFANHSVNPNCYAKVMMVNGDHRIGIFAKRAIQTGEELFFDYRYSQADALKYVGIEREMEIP
# IDH1 mut inh = IDH1 R132H (human) inhibition. inhibition, % at 10 µM. O75874. hit rate 0.18% among 70,000. IDH1 R132H reductase, diaphorase/resazurin fluorescence, 60 min; in the data active = inhibition above about 34%;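 note: 0% = DMSO and 100% = no enzyme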
# An asterisk follows results filed as active; x = no result given. These rows are one share of the data, so the mix of outcomes need not match the whole.
# Order of results: EZH2 inh | IDH1 mut inh
- COc1ccc([N+](=O)[O-])cc1NC(=O)C(C)N(c1ccc(Cl)cc1)S(C)(=O)=O (centres undefined)
    -1 | 0.0
- CO[C@H]1CN(C)C(=O)c2ccc(NC(=O)Nc3cccc(Cl)c3)cc2OC[C@@H](C)NC[C@@H]1C
    -15 | 0.0
- CC(C)NC(=O)Nc1ccc2c(c1)C(=O)N([C@@H](C)CO)C[C@@H](C)[C@@H](CN(C)C)OCCCC[C@@H](C)O2
    3 | 1.7
- C[C@H]1CN([C@@H](C)CO)C(=O)Cc2cc(NS(=O)(=O)c3ccc(F)cc3)ccc2O[C@@H]1CN(C)S(=O)(=O)c1ccccc1
    x | -4.7
- COc1cccc(S(=O)(=O)N(C)C[C@H]2Oc3cc(C4=CCCC4)ccc3S(=O)(=O)N([C@@H](C)CO)C[C@@H]2C)c1
    -15 | -2.1
- CO[C@H]1CN(C)C(=O)c2cc(NC(=O)Nc3cccc(F)c3)ccc2OC[C@H](C)N(C(=O)Nc2c(C)noc2C)C[C@H]1C
    2 | 0.0
- CC(=O)c1cccc(NC(=O)CN(C)S(=O)(=O)c2ccc3ccccc3c2)c1
    7 | 0.0
- CC(C)C#Cc1cnc2c(c1)C(=O)N([C@H](C)CO)C[C@H](C)[C@@H](CN(C)C(=O)Nc1ccccc1F)O2
    -5 | -7.9
- O=C(CCN1CCCCC1)N[C@H]1CC[C@@H](CCNS(=O)(=O)c2ccc(F)cc2)O[C@@H]1CO
    -4 | 0.3
- COc1ccc(NC(=O)CCSc2ccc([N+](=O)[O-])cc2)cc1
    14 | -0.4
- CC(C)NC(=O)Nc1ccc2c(c1)C(=O)N([C@@H](C)CO)C[C@@H](C)[C@H](CN(C)Cc1ccc(C(=O)Nc3ccccc3N)cc1)O2
    -12 | 0.1
- N#CCc1ccc(NC(=O)Cc2ccccc2[N+](=O)[O-])cc1
    12 | 0.3
- Cc1ccc(S(=O)(=O)N(C)C[C@@H]2OCCCC[C@H](C)Oc3ccc(NC(=O)Nc4ccc(F)cc4)cc3C(=O)N([C@@H](C)CO)C[C@@H]2C)cc1
    x | -1.3
- COCC(=O)Nc1ccc2c(c1)OC[C@H](C)N(CC1CC1)C[C@H](C)[C@H](OC)CN(C)C2=O
    11 | 0.3
- CC(C)(C)C1CCc2c(sc(NC(=O)CSc3n[nH]c(-c4ccncc4)n3)c2C#N)C1 (centres undefined)
    42 | 14
- C[C@H]1CN([C@@H](C)CO)C(=O)Cc2cc(NC(=O)CCC(F)(F)F)ccc2O[C@H]1CN(C)C
    -3 | 4.3
- CC(C)CC#Cc1ccc2c(c1)O[C@@H](CN(C)C(=O)C1CCOCC1)[C@H](C)CN([C@@H](C)CO)S2(=O)=O
    x | -0.2
- COc1ccc(CN(C)C[C@@H]2OCCCC[C@@H](C)Oc3ccc(NS(C)(=O)=O)cc3C(=O)N([C@H](C)CO)C[C@@H]2C)cc1
    -1 | 3.8
- C[C@@H]1CCCCO[C@H](CN(C)C)[C@@H](C)CN([C@H](C)CO)C(=O)c2cc(NC(=O)CCC(F)(F)F)ccc2O1
    -8 | 0.1
- COc1ccc(NC(=O)N[C@H]2CC[C@@H](CCNC(=O)Cc3ccncc3)O[C@H]2CO)cc1
    7 | 0.2

# Continued; the last 2 above are carried over.
# Order of results: EZH2 inh | IDH1 mut inh
- C[C@@H]1CCCCO[C@H](CN(C)C)[C@@H](C)CN([C@H](C)CO)C(=O)c2cc(NC(=O)CCC(F)(F)F)ccc2O1
    -8 | 0.1
- COc1ccc(NC(=O)N[C@H]2CC[C@@H](CCNC(=O)Cc3ccncc3)O[C@H]2CO)cc1
    7 | 0.2
- Cc1ccc(SCCC(=O)Nc2cccnc2)cc1
    11 | 0.2
- COc1ccc(NC(=O)N(C)C[C@H]2Oc3ccc(NC(=O)Nc4ccc(C(F)(F)F)cc4)cc3CC(=O)N([C@H](C)CO)C[C@@H]2C)cc1
    x | 0.5
- CC(C)CC#Cc1ccc2c(c1)O[C@H](CN(C)C(=O)C1CCCCC1)[C@@H](C)CN([C@H](C)CO)S2(=O)=O
    7 | -0.1
- Cc1noc(C)c1NC(=O)N[C@H]1C=C[C@H](CC(=O)NCCCN(C)C)O[C@H]1CO
    1 | 0.5
- CC(C)C(NS(=O)(=O)c1ccc(F)c(Cl)c1)C(=O)O (centres undefined)
    -11 | -0.1
- O=C(C[C@@H]1C=C[C@@H](NC(=O)Nc2ccc3c(c2)OCO3)[C@@H](CO)O1)NCCCN1CCOCC1
    10 | 0.0
- COc1ccc(Cl)cc1N(CC(=O)Nc1ccccc1Br)S(C)(=O)=O
    10 | 0.1
- Cc1ccccc1-c1cnc2c(c1)C(=O)N([C@@H](C)CO)C[C@H](C)[C@H](CN(C)C(=O)c1cccnc1)O2
    2 | 0.0
- COc1ccc(S(=O)(=O)Nc2ccc3c(c2)C(=O)N([C@@H](C)CO)C[C@@H](C)[C@@H](CN(C)Cc2ccc(C(=O)O)cc2)O3)cc1
    x | 2.6
- C=CCNC(=O)[C@@H]1[C@H]2C(=O)O[C@H](c3ccccc3)[C@H](c3ccccc3)N2[C@H](c2ccccc2OCCO)[C@@]12C(=O)N(C(=O)OCCOC)c1ccc(C#CC3=CCCCC3)cc12
    -19 | -0.1
- C[C@@H]1CN([C@H](C)CO)C(=O)c2cc(NS(=O)(=O)c3ccc(F)cc3)ccc2O[C@H]1CN(C)S(C)(=O)=O
    x | 2.6
- O=S(=O)(N[C@@H]1CC[C@H](CCn2cc(-c3ccccn3)nn2)O[C@@H]1CO)c1cccc(F)c1
    -2 | -0.6
- COc1ccc(NC(=O)N(C)C[C@@H]2Oc3ncc(C#Cc4ccc(C(F)(F)F)cc4)cc3C(=O)N([C@H](C)CO)C[C@@H]2C)cc1
    -20 | -0.6
- CC(C)CC#Cc1cnc2c(c1)C(=O)N([C@@H](C)CO)C[C@H](C)[C@@H](CN(C)C(=O)c1cnccn1)O2
    0 | 1.1
- O=C(Cn1cnc2ccccc2c1=O)Nc1cccc(Cl)c1Cl
    0 | 0.0
- CCN(CC(=O)Nc1ccc(Br)cc1F)S(=O)(=O)c1ccc2ccccc2c1
    27 | 0.0
- COCC(=O)Nc1sc2c(c1C(=O)OC)C(C(=O)OC)CC2 (centres undefined)
    -7 | 1.1
- CC(=O)N(C)C[C@H]1Oc2ncc(-c3cccc(C#N)c3)cc2C(=O)N([C@@H](C)CO)C[C@@H]1C
    x | -0.5
- Cc1ccc(-c2nnc3c4ccccc4c(C)nn23)cc1S(=O)(=O)N1CCOCC1
    -15 | 0.1
- COc1cc(/C=N/NC(=O)c2ccc(C(=O)NO)cc2)ccc1O
    -6 | x

# Some of the entries so far, field by field.
> Cc1noc(C)c1NC(=O)N[C@H]1C=C[C@H](CC(=O)NCCCN(C)C)O[C@H]1CO
  EZH2 inh: 1
  IDH1 mut inh: 0.5
> CC(C)C(NS(=O)(=O)c1ccc(F)c(Cl)c1)C(=O)O (centres undefined)
  EZH2 inh: -11
  IDH1 mut inh: -0.1
> O=C(C[C@@H]1C=C[C@@H](NC(=O)Nc2ccc3c(c2)OCO3)[C@@H](CO)O1)NCCCN1CCOCC1
  EZH2 inh: 10
  IDH1 mut inh: 0.0
> COc1ccc(Cl)cc1N(CC(=O)Nc1ccccc1Br)S(C)(=O)=O
  EZH2 inh: 10
  IDH1 mut inh: 0.1

# (more compounds)
# Order of results: EZH2 inh | IDH1 mut inh
- COc1ccc(NC(=O)Nc2ccc3c(c2)CC(=O)N([C@H](C)CO)C[C@@H](C)[C@@H](CN(C)C(=O)Nc2ccc4c(c2)OCO4)O3)cc1
    x | -1.6
- C[C@H](CO)N1C[C@H](C)[C@H](CN(C)S(C)(=O)=O)OCCCC[C@H](C)Oc2ccc(NC(=O)Nc3ccc(F)cc3)cc2C1=O
    x | 3.6
- C[C@H](CO)N1C[C@H](C)[C@@H](CN(C)C(=O)c2ccccn2)Oc2ncc(C3=CCCC3)cc2C1=O
    7 | x
- CCCC(=O)Nc1ccc2c(c1)C(=O)N(C)C[C@@H](OC)[C@@H](C)CN(Cc1ccccc1)[C@@H](C)CO2
    -21 | x
- CO[C@H]1CN(C)C(=O)c2cc(NC(=O)C3CCC3)ccc2OC[C@H](C)N(C(=O)NC(C)C)C[C@H]1C
    -10 | 0.1
- COc1ccc(Nc2ncnc3ccc(OC)cc23)cc1
    10 | -0.4
- Cn1c(SCC(=O)c2cc(C(C)(C)C)c(O)c(C(C)(C)C)c2)nnc1-c1cccs1
    1 | -0.2
- Cc1noc(C)c1NC(=O)Nc1ccc2c(c1)C(=O)N([C@H](C)CO)C[C@@H](C)[C@@H](CN(C)S(=O)(=O)c1cccs1)O2
    x | -0.3
- C[C@@H]1CN([C@@H](C)CO)C(=O)c2cc(/C=C/c3ccccc3)cnc2O[C@H]1CN(C)C(=O)c1ccc2c(c1)OCO2
    11 | -0.1
- CCC(=O)Nc1ccc2c(c1)C(=O)N(C)C[C@@H](OC)[C@H](C)CN(C(=O)C1CC1)[C@H](C)CO2
    -5 | 0.2
- C[C@@H]1CN([C@H](C)CO)C(=O)c2cccc(NC(=O)Nc3ccc(F)cc3)c2O[C@@H]1CN(C)CC1CC1
    -14 | x
- C[C@@H]1CCCCO[C@@H](CN(C)C(=O)c2ccncc2)[C@@H](C)CN([C@@H](C)CO)C(=O)c2cc(NC(=O)CCC(F)(F)F)ccc2O1
    x | 2.9
- COc1cccc(-c2ccc3c(c2)O[C@H](CN(C)C(=O)C2CC2)[C@H](C)CN([C@@H](C)CO)S3(=O)=O)c1
    -4 | x
- CCOC(=O)n1ccn(C)c1=S
    16 | 0.0
- COc1ccc(NC(=O)N(C)C[C@H]2Oc3ccc(NS(=O)(=O)c4cn(C)cn4)cc3CC(=O)N([C@@H](C)CO)C[C@@H]2C)cc1
    x | -0.1
- C[C@@H]1CN([C@H](C)CO)S(=O)(=O)c2ccc(C#Cc3ccccc3)cc2O[C@H]1CN(C)S(C)(=O)=O
    x | 0.1
- C[C@@H]1CN([C@@H](C)CO)C(=O)c2cccc(NC(=O)Nc3ccc(F)cc3)c2O[C@@H]1CN(C)Cc1ccncc1
    1 | x
- O=C(C[C@H]1C[C@H]2c3cc(NC(=O)Cc4ccncc4)ccc3O[C@H]2[C@H](CO)O1)NCC1CC1
    -12 | 1.1
- COc1ccccc1-c1ccc2c(c1)O[C@@H](CN(C)C(=O)c1ccncc1)[C@H](C)CN([C@H](C)CO)S2(=O)=O
    x | 0.4
- CCn1c(SCc2nc3ccccc3c(=O)[nH]2)nnc1-c1ccccc1F
    -20 | 0.0
- C[C@H]1CN([C@@H](C)CO)S(=O)(=O)c2ccc(-c3cncnc3)cc2O[C@@H]1CN(C)Cc1ccccn1
    x | -0.3
- O=C(C[C@H]1C[C@H]2c3cc(NC(=O)Nc4ccccc4F)ccc3O[C@H]2[C@H](CO)O1)NCc1ccc(Oc2ccccc2)cc1
    -18 | 0.4
- C[C@@H]1CN([C@H](C)CO)C(=O)c2cccc(NS(=O)(=O)c3cn(C)cn3)c2O[C@@H]1CN(C)C
    -5 | -0.4
- Cc1noc(C)c1NC(=O)N[C@H]1CC[C@@H](CCNC(=O)C2CCOCC2)O[C@H]1CO
    9 | -0.5
- C[C@H]1CN([C@@H](C)CO)C(=O)c2cc(NC(=O)Nc3ccc(F)cc3)ccc2O[C@@H]1CN(C)S(=O)(=O)c1ccccc1
    -8 | 0.6
- C[C@@H]1CN([C@H](C)CO)C(=O)c2cc(NC(=O)Nc3ccc(F)cc3)ccc2O[C@@H](C)CCCCO[C@H]1CN(C)C
    -3 | 2.2
- C[C@H]1CN([C@@H](C)CO)C(=O)c2cccc(NS(=O)(=O)c3ccc(F)cc3)c2O[C@@H]1CN(C)Cc1ccc(Cl)c(Cl)c1
    x | 0.0
- CN1CC(C(=O)NC2(C)OC3(O)C4CCCN4C(=O)C(Cc4ccccc4)N3C2=O)CC2c3cccc4[nH]cc(c34)CC21 (centres undefined)
    x | -0.6
- CO[C@@H]1CN(C)C(=O)c2ccc(NS(=O)(=O)c3ccccc3)cc2OC[C@H](C)NC[C@@H]1C
    -2 | 0.2
- Cn1nnnc1SCC(=O)Nc1ccc(Br)cc1Cl
    -1 | 0.5
- COc1ccc(NC(=O)CSc2cc(C)c3cccc(C)c3n2)cc1
    18 | -0.7
- CC(C)NC(=O)Nc1ccc2c(c1)C(=O)N([C@H](C)CO)C[C@H](C)[C@H](CN(C)Cc1ccc(Cl)c(Cl)c1)O2
    -6 | 0.6
- COc1ccc(S(=O)(=O)N(C)C[C@@H]2OCCCC[C@H](C)Oc3ccc(NS(=O)(=O)c4ccc(F)cc4)cc3C(=O)N([C@H](C)CO)C[C@H]2C)cc1
    x | 1.1
- O=C(NCC[C@H]1CC[C@@H](NC(=O)C2CCC2)[C@H](CO)O1)c1ccc(F)cc1
    -7 | 0.0
- CC(C)CC#Cc1ccc2c(c1)O[C@@H](CN(C)C(=O)c1ccncc1)[C@@H](C)CN([C@H](C)CO)S2(=O)=O
    3 | 1.6
- C[C@@H]1CCCCO[C@@H](CN(C)C(=O)C2CCCCC2)[C@@H](C)CN([C@@H](C)CO)C(=O)c2cc(NC(=O)c3ccccc3)ccc2O1
    x | -5.2
- CCCC#Cc1ccc2c(c1)O[C@@H](CN(C)C(=O)c1cccnc1)[C@@H](C)CN([C@H](C)CO)S2(=O)=O
    1 | 4.3
- C[C@@H](C(=O)N(C)C[C@H]1OCc2ccccc2-c2ccccc2C(=O)N([C@@H](C)CO)C[C@@H]1C)c1ccccc1
    6 | -2.3
- COc1cccc(S(=O)(=O)N[C@@H]2CC[C@H](CC(=O)NCc3ccccc3)O[C@@H]2CO)c1
    -10 | 0.1
- O=C(Cn1cnc2ccccc2c1=O)Nc1ccccc1[N+](=O)[O-]
    -6 | 0.5
- CC(CCO)Nc1nc2c([nH]1)c(=O)n(C)c(=O)n2C (centres undefined)
    4 | -0.3
- C[C@H]1CN([C@@H](C)CO)C(=O)Cc2cc(NC(=O)c3ccncc3)ccc2O[C@H]1CN(C)C
    2 | 0.0
- CC(C)(O)C(O)Cc1cc2ccc(=O)oc2cc1O (centres undefined)
    x | -0.1
